# Screening results: PubChem, several laboratories
# GSK3A inh: blocks human GSK-3 alpha kinase. 320,000 compounds, 0.1% hits. inhibition, % at 10 µM. P49840. ADP-Glo luminescence, 60 min;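 in the data active = inhibition above about 50%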;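 note: GST-tagged GSK-3 alpha with peptide substrate and 25 µM ATP; 0% = DMSO neutral wells and 100% = GW8510 positive control wells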
# PolyA inhibitor: blocks polyadenylation in yeast reporter cells. calls only at 12 µM. 300,000 compounds, 0.02% hits. AID 1875. S. cerevisiae SKY197-pL101 polyadenylation reporter, beta-gal luminescence; efflux-impaired pdr1/pdr3 knockout yeast; score 100 = 6 SD above DMSO;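 active = lowest replicate activity score at least 50, where 100 means six control SD above control mean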;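 note: yeast exposed to compound for 9 h at 30 °C; higher score means more reporter readthrough which indicates perturbed polyadenylation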
# RGS4 pot: RGS4 potentiation or activation; HEK293 M3R/inducible RGS4, carbachol calcium flux Fluo4; hits give low values; B-score at 10 µM; 310,000 compounds, 0.92% hits; AID 463111;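 active = B-score of the integrated calcium signal more than 4 SD below the library mean, with starting fluorescence not abnormally high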;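 note: negative B-score means reduced calcium response which marks RGS4 activation or potentiation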
#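 Assay system: HEK293 FlpIn-TREx cells, stable M3R, doxycycline-inducible RGS4 / Probe or stimulus: carbachol, ECmax concentration / Times: overnight RGS4 induction, 30 min dye load 37 °C, 20 min compound RT / Signal: kinetic calcium fluorescence imaging with Fluo4-AM dye, 2 µM / Measure: Agonist-evoked peak-minus-minimum fluorescence over baseline, integrated ratio, B score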
# KCNK9 inh: blocks the human KCNK9 two-pore domain potassium channel; Q9NPC2; HEK293 KCNK9, FluxOR thallium flux fluorescence; hits give low values; B-score at 10 µM; 310,000 compounds, 1.2% hits; AID 488922;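 active = ratio B-score over 3 SD below the library mean, with starting fluorescence within 5 SD of its mean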;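 note: negative B-score means less thallium flux so channel inhibition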
# DYRK1A inh: Dyrk1A (rat) kinase inhibition; inhibition, % at 12.5 µM; AID 504441; Q63470; 310,000 compounds, 0.43% hits; ADP-Glo luminescence, NFATc1 peptide; in the data active = inhibition above about 50%;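 note: plate controls were vehicle with enzyme for no effect and no enzyme for full effect; many of its hits are not listed in these tables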
# hERG protect: shields human hERG channel from block by proarrhythmic agents; Q12809; CHO-hERG, FluxOR thallium flux, dofetilide IC70 present; activation (rescue from dofetilide block), less the hit threshold, % at 10 µM; 310,000 compounds, 0.51% hits; AID 1511;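 active = activation above the mean of controls blocked by dofetilide plus 5 SD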;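 note: thallium influx through hERG after potassium depolarization seen as dye fluorescence rise; in these data hits start at about 4.7%; inactives centre near -7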
# KCNK3 block: human KCNK3 channel inhibition, primary screen. O14649. CHO-KCNK3 thallium flux, FluxOR fluorescence; hits give low values. B-score at 10 µM. 340,000 compounds, 0.84% hits. AID 602410;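 active = B-score under library mean minus 4 SD, starting fluorescence ratio at most library mean plus 5 SD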;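 note: more negative B-score means stronger inhibition of thallium flux through KCNK3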
# Target sequence (O14649 whole entry, looked up): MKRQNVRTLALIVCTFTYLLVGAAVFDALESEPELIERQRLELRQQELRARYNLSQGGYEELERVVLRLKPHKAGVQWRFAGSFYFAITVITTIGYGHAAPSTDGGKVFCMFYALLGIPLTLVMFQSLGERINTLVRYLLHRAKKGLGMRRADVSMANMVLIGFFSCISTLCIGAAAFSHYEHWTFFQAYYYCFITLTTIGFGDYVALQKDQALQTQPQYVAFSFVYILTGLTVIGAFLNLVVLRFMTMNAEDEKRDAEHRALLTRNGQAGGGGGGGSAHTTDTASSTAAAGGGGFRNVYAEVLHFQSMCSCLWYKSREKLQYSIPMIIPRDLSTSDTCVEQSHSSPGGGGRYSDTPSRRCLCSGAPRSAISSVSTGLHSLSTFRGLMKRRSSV
# KCNQ1 act: human KCNQ1 channel potentiation or activation; CHO-K1 KCNQ1, thallium flux FluxOR fluorescence; hits give high values; B-score at 10 µM; 310,000 compounds, 0.35% hits; AID 2648;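 active = fluorescence ratio B-score, a plate-corrected score, at least three library SD, with initial intensity B-score within 5 SD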
#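 Assay system: CHO-K1 cells stably expressing KCNQ1. Medium: assay buffer for compound exposure, DMSO matched across wells. Timing: 37 °C overnight plating, 90-min dark dye load, 20-min compound pretreatment. Signal: kinetic FluxOR fluorescence, 10 s baseline plus 110 s post-stimulus.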
# KCNQ1 block: human KCNQ1 channel inhibition. AID 2642. P51787. B-score at 10 µM. CHO-K1 KCNQ1, FluxOR thallium flux fluorescence; hits give high values. 310,000 compounds, 1.3% hits;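 active = compounds whose thallium flux B-score, printed positive for inhibition, exceeds three library SD while starting fluorescence stays within three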;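 note: channel opened by potassium depolarization with thallium stimulus after 20 min compound exposure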
# RGS4 inh: inhibitors of human RGS4; HEK293 M3R/RGS4 inducible, Fluo-4 calcium flux; hits give high values; triggered by carbachol at its EC20; 310,000 compounds, 0.45% hits; B-score at 10 µM; P49798;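 active = B-score, a plate-corrected calcium signal, over three deviations above library mean, with baseline fluorescence within five deviations of library mean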;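 note: RGS4 expression induced by doxycycline in cells with stable M3 receptor; B-score is computed from the integrated fluorescence ratio over baseline after carbachol; higher B-score means a larger calcium signal and so more RGS4 inhibition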
# Target sequence (P49798 whole entry, looked up): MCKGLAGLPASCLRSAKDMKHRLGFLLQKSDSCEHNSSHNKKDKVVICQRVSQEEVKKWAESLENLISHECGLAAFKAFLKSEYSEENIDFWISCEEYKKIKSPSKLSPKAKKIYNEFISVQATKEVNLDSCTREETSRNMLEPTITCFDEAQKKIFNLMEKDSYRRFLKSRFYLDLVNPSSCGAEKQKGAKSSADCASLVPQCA
# GSK3B inh: inhibitors of human GSK3beta kinase. activity score (negative = inhibition), % at 10 µM. GST-GSK3beta kinase, ADP-Glo luminescence, 60 min; hits give low values. P49841. 300,000 compounds, 0.038% hits;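 active = more than half of replicate wells score below -50%, meaning over 50% inhibition versus plate controls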;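 note: 0% = median DMSO wells and -100% = median GW8510 positive control wells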
# Target sequence (P49841 whole entry, looked up): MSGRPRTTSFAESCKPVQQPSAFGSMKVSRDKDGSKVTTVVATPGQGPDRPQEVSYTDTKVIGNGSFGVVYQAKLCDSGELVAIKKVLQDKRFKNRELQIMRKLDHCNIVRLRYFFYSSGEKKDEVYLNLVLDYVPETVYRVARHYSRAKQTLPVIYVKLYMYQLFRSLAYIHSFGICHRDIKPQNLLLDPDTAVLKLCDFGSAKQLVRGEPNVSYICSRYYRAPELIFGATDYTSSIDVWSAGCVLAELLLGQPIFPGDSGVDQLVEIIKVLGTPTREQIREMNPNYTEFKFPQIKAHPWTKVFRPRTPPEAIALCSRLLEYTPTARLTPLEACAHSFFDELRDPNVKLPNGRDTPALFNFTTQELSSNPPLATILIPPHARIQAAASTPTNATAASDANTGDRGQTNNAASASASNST
#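 Test system: GST-tagged human GSK3beta kinase, cell-free; evaluation: activity score scaled between in-plate DMSO and GW8510 controls; measured by: ADP-Glo luminescence; incubation: 60 min reaction, RT; benchmarks: DMSO and 20 µM GW8510; reagent: peptide substrate plus 25 µM ATP (final); medium: Tris/MgCl2 kinase buffer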
# * = called active by the depositor; i = inactive; · = no result given. Only part of the results is shown. The share of hits here may be higher or lower than overall.
SMILES,GSK3A inh,PolyA inhibitor,RGS4 pot,KCNK9 inh,DYRK1A inh,hERG protect,KCNK3 block,KCNQ1 act,KCNQ1 block,RGS4 inh,GSK3B inh
CN1CCN(c2nc3c(c(=O)n(C)c(=O)n3C)n2Cc2ccc(Cl)cc2)CC1,-5,i,i,i,-4,-8,i,i,i,i,-1
COC(=O)c1cc(Br)ccc1NC(=O)Nc1ccc(C)cc1,-8,i,i,i,-1,-2,i,i,i,i,1
Cc1nc(-c2ccc(Br)cc2)ccc1C(=O)O,-3,i,i,i,-5,-8,i,i,i,i,3
Cc1[nH]c2ccccc2c1C(c1ccncc1)N1CCN(c2ccccc2F)CC1 (configuration not stated),-4,i,i,i,0,-5,i,i,i,i,4
COc1ccc(S(=O)(=O)Nc2ccc3c(c2)n(C)c(=O)n3C)cc1OC,2,i,i,i,-2,-1,i,i,i,i,6
Cc1csc(NC(=O)c2ccc[nH]c2=O)n1,-2,i,i,i,6,-7,i,i,i,i,3
CC1(C)Nc2ccccc2N(Cc2ccc([N+](=O)[O-])cc2)C1=O,1,i,i,i,-1,-5,i,i,i,i,-5
Cc1cc(C)n(C(=O)CCC(=O)Nc2ccc(C)c(C)c2)n1,-3,i,i,i,1,-12,i,i,i,i,3
Cc1cc(C)n(CC(=O)Nc2ccc(N3CCOCC3)c(Cl)c2)c(=O)c1C#N,0,i,i,i,6,-2,i,i,i,i,2
Cc1cc2c(cc1C)-c1c(ssc1=Nc1ccc(S(N)(=O)=O)cc1)C(C)(C)N2,-1,i,i,i,0,-9,i,i,i,i,-1
CC(C)NS(=O)(=O)c1cccc2nsnc12,-2,i,i,i,5,-11,i,i,i,i,-2
CCCc1nnc(SCC(=O)Nc2nccs2)o1,-3,i,i,i,0,-8,i,i,i,i,0
CC1(C)CC(n2c(NCCO)nc3c(c2=O)C2(CCCC2)Cc2ccccc2-3)CCO1 (configuration not stated),-1,i,i,i,0,-11,i,i,i,i,-2
Nc1ccc(C(=O)Nc2ccc(NC(=O)c3ccco3)c(O)c2)cc1,1,i,i,i,3,-6,i,i,i,i,-1
CNS(=O)(=O)c1cc(O)c2c(S(=O)(=O)NC)cccc2c1,0,i,i,i,4,-8,i,i,i,i,3
COc1ccc(NC(=O)CNC(=O)C2CCCCC2)cc1,3,i,i,i,-3,-2,i,i,i,i,2
CC(C)c1ccc(OCC(=O)Nc2ccc(OC(F)(F)F)cc2)cc1,0,i,i,i,-2,-6,i,i,i,i,5
CCCC(=O)NC(c1ccccc1Cl)c1ccc2cccnc2c1O (configuration not stated),0,i,i,i,·,-2,i,i,i,i,·
CCc1nnc(NS(=O)(=O)c2ccc(NC(=S)NC(=O)c3cccs3)cc2)s1,-5,i,i,i,0,-11,i,i,i,i,5
Cc1occc1-c1nnc(SCC(=O)N2CCN(c3ccccc3F)CC2)n1C,0,i,i,i,·,-8,·,i,i,i,1
Cc1cccc(-n2cc[nH]c2=S)c1,-2,i,i,i,-3,-6,i,i,i,i,1
Cc1cc(C(=O)COc2cc(F)ccc2[N+](=O)[O-])c(C)n1C1CC1,-4,i,i,i,3,34*,i,i,i,i,3
C=Cn1cc[n+](CC(=O)c2cc(C(C)(C)C)c(O)c(C(C)(C)C)c2)c1,4,i,i,i,·,-4,i,i,i,i,-6
CC(=O)c1c(C)[nH]c(C(=O)NCc2ccccc2)c1C,1,i,i,i,5,-8,i,i,i,i,-6
Oc1c(N=NC(=S)Nc2ccccc2F)c2ccccc2n1Cc1ccccc1,-2,i,i,i,3,59*,i,10*,i,i,1
COc1ccccc1/C=C/C(=O)NC(=S)NCC1CCCO1 (configuration not stated),1,i,i,i,-5,-30,i,i,i,i,2
Cc1n[nH]c(C)c1CCCCOc1ccc([N+](=O)[O-])cc1,2,i,i,i,9,-4,i,i,i,i,0
O=C(CSc1ccsc1[N+](=O)[O-])Nc1cc(F)ccc1F,·,i,i,i,-1,-8,i,i,i,i,-3
CC1=C(C(=O)OC2CCCC2)C(c2coc3ccccc3c2=O)C2=C(CC(C)(C)CC2=O)N1 (configuration not stated),0,i,i,i,15,-13,i,i,i,i,1
Cc1ccc(C)c(OCc2cc(C(=O)N3CC[C@@H]4CCCC[C@H]4C3)no2)c1,-1,i,i,i,-3,-13,i,i,i,i,-6
O=C1C(Cl)=C(N2CCCCCC2)C(=O)N1c1ccccc1,0,i,-7.4*,i,3,-9,i,i,i,i,6
O=C(N/N=C/c1c[nH]c2ccccc12)c1cc(Br)ccc1O,1,i,i,i,9,-2,i,i,i,i,2
Cc1cc(=O)oc2cc(OCC(=O)OCC(=O)N3CCC(C)CC3)ccc12,-2,i,i,i,4,-10,i,i,i,i,2
COc1ccccc1/C=C1\SC(=O)N(CCC(=O)NNC(=O)c2ccccc2Cl)C1=O,-1,i,i,i,2,-6,i,i,i,i,3
CSCCC(NC(=O)c1ccccc1C)C(=O)O (configuration not stated),0,i,i,i,-4,-7,i,i,i,i,-2
CN(C[C@H](Cc1ccccc1)N(C[C@H](CC1CCCCC1)N(CCc1ccccc1)N=O)N=O)N=O,-3,i,i,i,-1,0,i,i,i,i,-4
CCCCNc1c(-c2ccc(OC)c(SC3CCCCC3)c2)nc2cnccn12,-20,i,-10*,i,-6,-16,i,i,i,i,1
CC(C)(C)OC(=O)N1Cc2ccccc2C[C@H]1C(=O)NCC(=O)Nc1ccc2c(c1)OCCO2,-3,·,i,i,-4,-9,i,i,i,i,6
Cc1nn(C)c(C)c1C(C)NC(=O)c1cc(COc2cncc(Cl)c2)on1 (configuration not stated),-1,i,i,i,-6,-5,i,i,i,i,0
CCCCn1c(NC(=O)c2ccc(Br)o2)c(S(=O)(=O)c2ccccc2)c2nc3ccccc3nc21,1,i,i,i,-7,-17,i,i,12*,i,-1
CCOC(=O)CCC(=O)Nc1ccc(S(=O)(=O)Nc2cc(OC)nc(OC)n2)cc1,-1,i,i,i,·,-4,i,i,i,i,0
CCOc1ccc(C(O)(c2ccccc2)C(CN2CCCC2)c2ccccc2)cc1 (configuration not stated),1,i,i,i,4,-4,i,i,i,i,1
Cc1cccc(NC(=O)c2cccc(NC(=O)Cc3cccs3)c2)c1,-1,i,i,-6.9*,4,-9,i,i,i,i,-3
Cc1cccc(NC2=NC(C)(C)N=C(N)N2)c1,7,i,i,i,1,-3,i,i,i,i,0
O=[N+]([O-])c1ccc(S(=O)(=O)NCCS(=O)(=O)N2CCN(c3ccccc3)CC2)cc1,1,i,i,i,1,0,i,i,i,i,5
COc1ccc2c3c([nH]c2c1)C1(NCC3)C(=O)Nc2ccccc21 (configuration not stated),-1,i,i,i,-6,-5,i,i,i,i,3
COc1ccc(S(=O)(=O)N2CCCOC2CNC(=O)C(=O)NCCc2ccco2)cc1OC (configuration not stated),2,i,i,i,-5,-8,i,i,i,i,3
COc1cccc(CNc2ncc(Br)cc2Br)c1O,·,i,i,i,4,-6,i,i,i,i,2

# Ordered by number of heavy atoms (highest first): some entries from above.
SMILES,GSK3A inh,PolyA inhibitor,RGS4 pot,KCNK9 inh,DYRK1A inh,hERG protect,KCNK3 block,KCNQ1 act,KCNQ1 block,RGS4 inh,GSK3B inh
CC(C)(C)OC(=O)N1Cc2ccccc2C[C@H]1C(=O)NCC(=O)Nc1ccc2c(c1)OCCO2,-3,·,i,i,-4,-9,i,i,i,i,6
CCCCNc1c(-c2ccc(OC)c(SC3CCCCC3)c2)nc2cnccn12,-20,i,-10*,i,-6,-16,i,i,i,i,1
Cc1cc(C)n(CC(=O)Nc2ccc(N3CCOCC3)c(Cl)c2)c(=O)c1C#N,0,i,i,i,6,-2,i,i,i,i,2
Cc1ccc(C)c(OCc2cc(C(=O)N3CC[C@@H]4CCCC[C@H]4C3)no2)c1,-1,i,i,i,-3,-13,i,i,i,i,-6
COc1ccc(S(=O)(=O)Nc2ccc3c(c2)n(C)c(=O)n3C)cc1OC,2,i,i,i,-2,-1,i,i,i,i,6
Nc1ccc(C(=O)Nc2ccc(NC(=O)c3ccco3)c(O)c2)cc1,1,i,i,i,3,-6,i,i,i,i,-1
COc1ccc2c3c([nH]c2c1)C1(NCC3)C(=O)Nc2ccccc21 (configuration not stated),-1,i,i,i,-6,-5,i,i,i,i,3
Cc1cc(C)n(C(=O)CCC(=O)Nc2ccc(C)c(C)c2)n1,-3,i,i,i,1,-12,i,i,i,i,3
CC(=O)c1c(C)[nH]c(C(=O)NCc2ccccc2)c1C,1,i,i,i,5,-8,i,i,i,i,-6
CSCCC(NC(=O)c1ccccc1C)C(=O)O (configuration not stated),0,i,i,i,-4,-7,i,i,i,i,-2
Cc1nc(-c2ccc(Br)cc2)ccc1C(=O)O,-3,i,i,i,-5,-8,i,i,i,i,3
Cc1csc(NC(=O)c2ccc[nH]c2=O)n1,-2,i,i,i,6,-7,i,i,i,i,3
Cc1cccc(-n2cc[nH]c2=S)c1,-2,i,i,i,-3,-6,i,i,i,i,1

# Next part.
SMILES,GSK3A inh,PolyA inhibitor,RGS4 pot,KCNK9 inh,DYRK1A inh,hERG protect,KCNK3 block,KCNQ1 act,KCNQ1 block,RGS4 inh,GSK3B inh
COc1cc(/C=N/O)cc(Br)c1OCC(=O)NCc1ccccc1,4,i,i,i,13,-7,i,i,i,i,-3
Cc1ccc(C(=O)N2CCN(Cc3ccc4c(c3)OCO4)CC2)cc1S(=O)(=O)N1CCOCC1,-2,i,i,i,-2,-8,i,i,i,i,-5
CN(Cc1ccccc1)C(=O)COC(=O)c1ccc(S(=O)(=O)N(C)C)cc1,1,i,i,i,-2,-4,i,i,i,i,-1
C=C(C(=O)c1ccccc1)C(c1ccccc1)C(C)C(=O)c1ccccc1 (configuration not stated),-1,i,i,-12*,0,-8,i,i,i,i,0
